Bioassay records deposited in PubChem by Johns Hopkins Ion Channel Center.
Kir21 inh – blocks the mouse Kir2.1 inward-rectifier potassium channel; HEK293-Kir2.1, FluxOR thallium flux fluorescence; stronger effect = lower value; B-score at 10 µM; 310,000 tested, 0.85% active; AID 1672;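 active = fluorescence ratio B-score at or below minus 3 SD of library scores, with starting-brightness B-score within 2 SD, cut at about -4.2 in these data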;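 also: channel flux triggered by added potassium and thallium sulfate stimulus; B-score of peak minus minimum fluorescence over baseline after thallium stimulus; more negative B-score means stronger Kir2.1 block with less thallium influx; some compounds called inactive have numbers as strong as hits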
KCNQ2 block – KCNQ2 potassium channel inhibitors, primary screen, cell-based, CHO-K1, FluxOR thallium flux, B-score (AID 2156). O88943. 20 min; stronger effect = lower value. B-score at 10 µM. 310,000 tested, 1.1% active;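 active = fluorescence ratio B-score at most minus 3 library SDs, with starting brightness B-score within 2 library SDs, cut at about -5.5 in these data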
Target sequence (O88943 whole entry, looked up): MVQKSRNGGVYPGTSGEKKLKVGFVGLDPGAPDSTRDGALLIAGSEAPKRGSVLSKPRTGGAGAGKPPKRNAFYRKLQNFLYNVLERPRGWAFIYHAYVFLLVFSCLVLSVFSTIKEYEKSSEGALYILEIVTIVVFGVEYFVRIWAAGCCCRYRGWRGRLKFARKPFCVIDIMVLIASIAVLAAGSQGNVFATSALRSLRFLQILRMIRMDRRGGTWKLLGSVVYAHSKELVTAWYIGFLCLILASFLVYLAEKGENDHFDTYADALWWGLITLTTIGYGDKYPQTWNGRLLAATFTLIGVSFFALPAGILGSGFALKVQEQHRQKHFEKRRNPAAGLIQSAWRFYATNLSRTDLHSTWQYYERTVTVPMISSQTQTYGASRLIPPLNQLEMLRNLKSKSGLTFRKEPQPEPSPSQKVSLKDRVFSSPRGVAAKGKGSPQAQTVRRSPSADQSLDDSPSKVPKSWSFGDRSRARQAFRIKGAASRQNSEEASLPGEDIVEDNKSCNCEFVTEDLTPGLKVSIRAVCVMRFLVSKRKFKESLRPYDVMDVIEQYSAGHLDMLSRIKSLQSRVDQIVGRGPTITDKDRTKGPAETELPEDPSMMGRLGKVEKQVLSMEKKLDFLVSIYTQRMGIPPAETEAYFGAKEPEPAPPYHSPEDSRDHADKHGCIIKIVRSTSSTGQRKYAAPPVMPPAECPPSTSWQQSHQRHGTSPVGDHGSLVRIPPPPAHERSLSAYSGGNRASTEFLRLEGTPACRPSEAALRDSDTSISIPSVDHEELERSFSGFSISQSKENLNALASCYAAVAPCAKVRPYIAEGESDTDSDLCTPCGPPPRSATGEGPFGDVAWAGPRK
CHT block – human CHT choline transport inhibition; CHT-expressing cells, membrane potential dye, choline response; stronger effect = lower value; 310,000 tested, 0.86% active; B-score at 10 µM; AID 488975; Q9GZV3;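 active = B-score over 3 SD under the library average, and starting fluorescence ratio not unusually high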;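 also: choline stimulus applied at its EC90 after an EC20 pre-addition; B-score computed on integrated fluorescence ratio after choline addition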
* = called active by the depositor; i = inactive; · = not tested or not shown. Hits appear at their usual frequency; any-hit rate near 2.6%.

SMILES	CHT block	KCNQ2 block	Kir21 inh
CC(=O)Nc1cccc(Oc2cc(C#N)c(C#N)cc2N2CCOCC2)c1	i	i	-0.92
Cn1c(SCc2ccccc2F)nnc1-c1cnccn1	i	i	-1.1
O=C(COC(=O)c1cccc(Oc2ccccc2)c1)NCc1ccco1	i	i	-0.03
Cc1ccc(Nc2nnc(SCC(=O)Nc3ncc(C(F)(F)F)cc3Cl)s2)cc1	i	i	-2.9
CN(CC(=O)NCc1ccc(F)cc1)S(=O)(=O)c1ccc2c(c1)n(C)c(=O)c(=O)n2C	i	i	-1.1
COc1ccc(OC)c(NC(=O)c2ccc3nc(-c4ccccc4)c(-c4ccccc4)nc3c2)c1	i	i	0.36
O=C(CNC(=O)c1ccc(F)cc1)N/N=C/c1cn[nH]c1-c1ccccc1	i	i	-0.5
COc1ccccc1N1CCN(C(=O)COc2ccc(Cl)cc2)CC1	i	i	-0.98
Cc1ccccc1CN1CCN(CC(=O)NCCCN2CCN(c3ccc(F)cc3)CC2)C1=O	i	i	-0.17
CCCCn1c(N2CCC(Cc3ccccc3)CC2)nc2c1c(=O)[nH]c(=O)n2C	i	i	-1.1

Looked up above.
Under Kir21 inh, `Cc1ccccc1CN1CCN(CC(=O)NCCCN2CCN(c3ccc(F)cc3)CC2)C1=O` is entered as -0.17
Under Kir21 inh, `COc1ccccc1N1CCN(C(=O)COc2ccc(Cl)cc2)CC1` is entered as -0.98
Under Kir21 inh, `Cc1ccc(Nc2nnc(SCC(=O)Nc3ncc(C(F)(F)F)cc3Cl)s2)cc1` is entered as -2.9

Later entries:
SMILES	CHT block	KCNQ2 block	Kir21 inh
CCOC(=O)c1sc(NC(=O)c2c(OC)cccc2OC)nc1C	i	i	0.63
c1ccc(NNC2=NCCS2)cc1	i	i	1.8
O=C(NCc1ccc(F)cc1)C1(S(=O)(=O)c2ccc(Cl)cc2)CC1	i	i	0.04
O=C(C(=C1NCCN1)n1cncn1)c1ccccc1	i	i	-0.41
O=c1cc2c(nn1Cc1ccc(Cl)cc1Cl)-c1ccccc1CC2	i	i	0.63
CC1CCN(C(=O)C2CCN(C(=O)c3ccc(C(C)(C)C)cc3)CC2)CC1	i	i	1.4
COc1ccc(CCN2C(=O)CC(N3CCN(S(=O)(=O)c4ccccc4)CC3)C2=O)cc1OC (configuration not stated)	i	i	0.5
COc1ccc(/C=C(\C#N)c2n[nH]c(Cn3cncn3)n2)cc1	i	i	-1.4
O=C(CSc1ccccc1Cl)N1CCC(c2nc3ccccc3s2)CC1	i	i	1.2
Cc1[nH]n(-c2ccccc2)c(=O)c1C=Nc1cccc2cccnc12	i	i	-0.02

(list continues)
SMILES	CHT block	KCNQ2 block	Kir21 inh
Cc1ccc2nc(N3C(=O)C(O)=C(C(=O)c4ccco4)C3c3ccc(C)o3)sc2c1 (configuration not stated)	i	i	1.5
COc1ccc(S(=O)(=O)N(CC(=O)NC2CC2)c2ccc(C)cc2)cc1OC	i	i	1.2
Cc1ccc(-n2c(C)nc3ncnc(-c4ccccc4)c32)cc1	i	i	-0.8
O=C(CNC(=O)c1cccc(Br)c1)NCCc1nc2ccccc2[nH]1	i	i	0.07
COc1ccc(OC)c(/C=N/Nc2nncn2/N=C/c2cc(OC)ccc2OC)c1	i	i	1.2
CCCNC(=O)c1ccccc1NC(=O)c1ccc(CSc2ccccc2)cc1	i	i	0.2
O=C(O)COc1ccccc1/C=C1\SC(=O)N(Cc2ccc(F)cc2)C1=O	i	i	0.62
C=CCc1ccc(OCCCOc2ccc(C)cc2OC)c(OC)c1	i	i	-0.03
CC(=O)N/C(=C\c1ccccc1)C(=O)NCc1ccc2c(c1)OCO2	i	i	1.6
CCCCc1cc(=O)oc2cc(OCC(=O)NCCN3CCOCC3)c(Cl)cc12	i	i	-0.48

Continuation.
SMILES	CHT block	KCNQ2 block	Kir21 inh
Cc1ccc(NC(C(N)=O)c2c(C)[nH]c(=O)[nH]c2=O)cc1 (configuration not stated)	i	i	-2.8
COc1ccccc1NC(=S)N1CCN(c2ccccc2F)CC1	i	i	1.4
Cc1ccc(C)c(NC(=O)c2cc3ccccn3n2)c1	i	i	1.4
CCn1c(=S)sc2c(=O)n(CC(=O)NC(C)CCc3ccccc3)c(C)nc21 (configuration not stated)	i	i	0.08
COC(=O)[C@H](Cc1ccccc1)NC(=O)O[C@@H]1C(=O)c2cc(Br)ccc2O[C@H]1c1cccc(OC)c1	i	i	0.06
O=C(Nc1ncccn1)c1cccc(F)c1	i	i	-0.07
Cc1nn(-c2ccccc2)c(N2CCCC2)c1/C=C1\N=C(c2ccc(OC(C)C)cc2)OC1=O	i	i	0
O=C(Nc1ccon1)c1ccc(F)c(S(=O)(=O)N2CCCCC2)c1	i	i	1.6
COc1ccc(C)cc1NC(=O)CSc1nnc2ccc(-c3ccncc3)nn12	i	i	-0.48
COc1ccc(NS(=O)(=O)c2ccc(C)c(NC(=O)c3ccc(C)c(S(=O)(=O)N4CCOCC4)c3)c2)cc1	i	i	-0.62

Next section
SMILES	CHT block	KCNQ2 block	Kir21 inh
NC(=O)CSc1nnc(-c2ccc(S(=O)(=O)N3CCCC3)cc2)o1	i	i	0.17
CCOC(=O)c1c(-c2ccc(C)o2)csc1NC(=S)NC(=O)c1cccs1	i	i	0.48
O=C1CCCCN1CC(=O)N1CCCC(N2CCN(c3ccccc3F)CC2)C1 (configuration not stated)	i	i	-0.47
CCCCn1c(=O)[nH]c(=O)c2c1nc(-c1ccc(C(F)(F)F)cc1)n2C	i	i	0.47
CSc1ccccc1OCc1cc(C(=O)N(C)C(C)c2nc(C)cs2)no1 (configuration not stated)	i	i	-1.4
Cc1cc(NC(=O)c2cccc(C(=O)Nc3cc(C)on3)n2)no1	i	i	-1.3
COc1ccc(C2(CNC(C)=O)CCOCC2)cc1OC	i	i	-0.62
CCn1cc(C=O)c2cc(S(=O)(=O)N3CCOCC3)ccc21	i	i	-0.17
CC(C)Sc1nc(O)c(Cc2ccccc2)c(=O)[nH]1	i	i	0
O=C(NCC1CCCO1)c1ccc(NC(=O)c2cccc(Br)c2)cc1 (configuration not stated)	i	i	0.21

(next part)
SMILES	CHT block	KCNQ2 block	Kir21 inh
COc1ccc(-c2cn(CCC(=O)NCc3ccc(C)cc3)c(CCN)n2)cc1	i	i	0.04
N#CC1=C(N)OC2=C(CC/C2=C\c2ccccc2)C1c1ccccc1 (configuration not stated)	i	i	-9.6
Cc1ccc(COc2ccc(C)nc2[N+](=O)[O-])cc1	i	i	-16
CCOC(=O)CN(C(=O)CCC(=O)Nc1cc(C)on1)C(C(=O)NC1CCCC1)c1cccnc1 (configuration not stated)	i	i	-0.92
CCCCCCOC(=O)C(C#N)c1nc2ccccc2nc1N1CCOCC1 (configuration not stated)	i	i	1
COc1cccc(C(=O)NC2CCN(CC(=O)NCc3ccccc3F)CC2)c1	i	i	-0.83
COc1ccc(O)c(C(=O)c2cnc3onc(C(C)C)c3c2)c1	i	i	1.3
CSCCC(NC(=O)c1ccccc1Cl)C(=O)N1CCC1 (configuration not stated)	i	i	0.3
O=[N+]([O-])c1cccnc1NCCc1ccccc1	i	i	-0.3
CC1CCN(C(=O)CC2C(=O)Nc3c2c(=O)n(C)c(=O)n3Cc2ccccc2)CC1 (configuration not stated)	i	i	0.01

(listing goes on)
SMILES	CHT block	KCNQ2 block	Kir21 inh
CCOc1ccc(C(=O)CCC(=O)N(CC)CC(=O)Nc2c(F)cccc2F)cc1	i	i	-0.05
CCN1C(=O)CC(NNC(=O)c2ccccc2)C1=O (configuration not stated)	i	i	-0.03
Cc1cc(Br)c(NC(=O)CN2CCCC2)c(Br)c1	·	i	0.04
Cc1ccc(NC(=O)CS(=O)CC(=O)Nc2ccc(N3CCOCC3)cc2)cc1Cl (configuration not stated)	i	i	2.5
CN(C)N=Nc1ccc(S(=O)(=O)N2CCSC2C(=O)O)cc1 (configuration not stated)	i	i	0.6
Cc1coc2cc3oc(=O)c(CCC(=O)N4CCC(C(=O)O)(c5ccccc5)CC4)c(C)c3cc12	i	i	-0.22
O=C(O)c1ccc(S(=O)(=O)N2CCC(n3nnc4cc(C(F)(F)F)ccc43)CC2)cc1	i	i	0.01
COc1ccc(-c2nc3c4c(ncn3n2)-c2ccccc2CC42CCCC2)cc1	i	i	-0.81
COc1ccc(C(=O)NC(=S)NCc2ccccc2)cc1	i	i	0.56
CCCOc1ccc(C(C(=O)OCCN(CC)CC)c2ccccc2)cc1 (configuration not stated)	i	i	-0.79

Further compounds
SMILES	CHT block	KCNQ2 block	Kir21 inh
CCC(C(=O)Nc1ccc(S(=O)(=O)N2CCN(C)CC2)cc1)c1ccccc1 (configuration not stated)	i	i	0.21
COc1ccc(C(=O)n2nc(-c3ccco3)nc2SC)cc1OC	i	i	2
CCCc1cc(=O)c2ccc(OCC(C)=O)cc2o1	i	i	-1.4
C=CCn1c(N)c(C(=O)N2CCOCC2)sc1=S	i	i	0.08
CCOCC(=O)Nc1c(C(=O)N2CCN(c3ncccn3)CC2)oc2ccccc12	i	i	1.8
COc1cc(/C=N/NC(=O)c2cc(C)oc2C)ccc1OCc1ccccc1	i	i	-0.01
COc1ccccc1N1CCN(Cc2cc(=O)c(OCC(=O)Nc3ccccc3)co2)CC1	i	i	-0.87
COc1ccccc1CCc1nnc(CCC(=O)N(C)Cc2ccncc2C)o1	i	i	-0.24
C/C(Cc1ccccc1)=N\NC(=O)CNC(=O)c1ccccc1Cl	i	i	1.4
COc1ccc(CCn2c(C)cc(C(=O)CCl)c2C)cc1OC	i	i	-1.6

(listing goes on)
SMILES	CHT block	KCNQ2 block	Kir21 inh
COc1ccc(CCCNC(=O)CC#N)cc1OC	i	i	0.46
Cc1cc(C=O)c(C)n1-c1ccc(N2CCOCC2)c([N+](=O)[O-])c1	i	i	-2
Cc1ccc(S(=O)(=O)N2CCCCC2)cc1NC(=O)Cc1c[nH]c2ccccc12	i	i	1.2
CC(C)CNS(=O)(=O)c1ccc(CCC(=O)N2CCN(c3ccccc3)CC2)cc1	i	i	-0.01
COc1ccc(NS(=O)(=O)c2cc(NC(=O)c3nn(C)c(=O)c4ccccc34)ccc2OC)cc1	i	i	-0.23
CC(=O)c1ccc(N2CCN(C(=O)Cc3ccccc3)CC2)c(F)c1	i	i	-0.74
CC(C)(C)NC(=O)CN(Cc1ccc(F)cc1)C(=O)Cn1nnc(-c2ccc(F)cc2)n1	i	i	-0.61
CC(C)C(NC(=O)c1ccc(C(C)(C)C)cc1)C(=O)O (configuration not stated)	i	i	1.2
Cc1nnc(SCC(=O)NC2CCCc3ccccc32)n1-c1ccccc1 (configuration not stated)	i	i	-0.37
CN(CC(=O)Nc1ccc(Cl)cc1)S(=O)(=O)c1cccc2cccnc12	i	i	-0.08

Next section
SMILES	CHT block	KCNQ2 block	Kir21 inh
COC(=O)c1c(NC(=O)C(C)(C)C)csc1C	i	i	-0.36
CC1=C/C(=N\NC(=S)NCc2ccccc2)CC1	i	i	0.24
COCCNC(=O)C(c1ccc(F)cc1)N(CCOC)C(=O)CCC(=O)Nc1nccs1 (configuration not stated)	i	i	0.07
COc1cccc(OC)c1C(=O)Nc1cccc(-c2nc3ccccc3[nH]2)c1	i	i	1.7
O=C(CSc1nc2ccc(Cl)cc2[nH]1)NC1CCCC1	i	i	0.01
CCc1ccc(N(C(=O)c2snc(C(N)=O)c2N)C(C(=O)NCCC(C)C)c2c[nH]c3ccccc23)cc1 (configuration not stated)	i	i	0.36
CCOc1ccc(NC(=O)NC2CCOC(C)(C)C2)cc1 (configuration not stated)	i	i	0.53
Cn1c(CN2CCN(C(=O)c3ccccc3Cl)CC2)nc2cc([N+](=O)[O-])ccc21	i	i	-1.2
O=C(CSc1nc2c(c(=O)n1-c1ccc(Cl)cc1)SCC2)N1CCCC1	-6.8*	i	-0.46
CN(c1ccccc1C(=O)NC1CC2CCC1C2)S(=O)(=O)c1ccccc1 (configuration not stated)	i	i	-0.17

The list continues.
SMILES	CHT block	KCNQ2 block	Kir21 inh
COc1ccc(CCNC(=O)c2cc(-c3ccccc3OC)on2)cc1OC	i	i	-0.31
Cc1cc(N2CCN(C)CC2)nc2ccc(NC(=S)N3CCOCC3)cc12	i	i	-0.44
COC(=O)c1ccc(C2C(C(=O)Nc3ccc(C)cc3C)=C(C)Nc3ncnn32)cc1 (configuration not stated)	i	i	1.1
CN(C)CCn1c2c(c(SCC(=O)Nc3ccc4c(c3)OCCO4)nc1=O)CCC2	i	i	-0.08
COc1ccc(-c2ccc(C#N)c(SCC(=O)Nc3sc4c(c3C#N)CCC4)n2)cc1OC	i	i	-0.36
Cc1ccc(NC(=O)c2cc(-c3ccco3)nc3ccccc23)cc1S(=O)(=O)N1CCOCC1	i	i	-0.01
C/C(=C\C(=O)O)CC(=O)O	i	i	0.68
S=C(NCc1ccco1)Nc1cccc(Cl)c1Cl	i	i	1.9
CNC(=S)N(CCCn1ccnc1)Cc1c(F)cccc1Cl	i	i	-0.24
CC(C)n1nnnc1SCC(=O)NC1CCCC1	i	i	-1.1
